Assay outcomes (PubChem)
KCNQ2 inh: KCNQ2 potassium channel inhibitors, primary screen, cell-based, CHO-K1, FluxOR thallium flux, B-score (AID 2156) | O88943 | 20 min; stronger effect = lower value | B-score at 10 µM | 310,000 tested, 1.1% active;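 active = fluorescence ratio B-score at most minus 3 library SDs, with starting brightness B-score within 2 library SDs, cut at about -5.5 in these data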
Target sequence (O88943 whole entry, looked up): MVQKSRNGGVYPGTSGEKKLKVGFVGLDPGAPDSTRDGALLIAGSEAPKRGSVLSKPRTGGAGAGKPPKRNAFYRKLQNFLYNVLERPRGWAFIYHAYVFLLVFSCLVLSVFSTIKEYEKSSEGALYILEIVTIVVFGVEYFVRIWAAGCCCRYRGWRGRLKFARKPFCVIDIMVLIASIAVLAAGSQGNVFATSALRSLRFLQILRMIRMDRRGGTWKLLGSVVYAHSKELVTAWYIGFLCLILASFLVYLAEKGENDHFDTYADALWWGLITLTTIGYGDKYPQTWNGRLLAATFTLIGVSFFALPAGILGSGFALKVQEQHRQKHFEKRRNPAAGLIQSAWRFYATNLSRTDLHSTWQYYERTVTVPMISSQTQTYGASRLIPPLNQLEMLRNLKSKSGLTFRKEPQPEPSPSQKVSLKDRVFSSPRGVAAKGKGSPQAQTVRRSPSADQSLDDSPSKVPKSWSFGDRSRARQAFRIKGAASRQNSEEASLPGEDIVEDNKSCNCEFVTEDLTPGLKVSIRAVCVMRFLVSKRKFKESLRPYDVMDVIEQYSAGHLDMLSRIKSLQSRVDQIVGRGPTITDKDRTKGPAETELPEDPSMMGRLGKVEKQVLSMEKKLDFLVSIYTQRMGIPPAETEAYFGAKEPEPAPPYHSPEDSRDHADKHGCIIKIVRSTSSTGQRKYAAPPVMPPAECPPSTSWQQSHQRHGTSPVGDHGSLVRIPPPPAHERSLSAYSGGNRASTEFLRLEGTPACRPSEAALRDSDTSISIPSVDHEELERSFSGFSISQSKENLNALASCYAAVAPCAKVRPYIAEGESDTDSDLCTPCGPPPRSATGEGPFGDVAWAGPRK
Kir21 inh: blocks the mouse Kir2.1 inward-rectifier potassium channel. P35561. HEK293-Kir2.1, FluxOR thallium flux fluorescence; stronger effect = lower value. B-score at 10 µM. 310,000 tested, 0.85% active. AID 1672;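 active = fluorescence ratio B-score at or below minus 3 SD of library scores, with starting-brightness B-score within 2 SD, cut at about -4.2 in these data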;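 note: channel flux triggered by added potassium and thallium sulfate stimulus; B-score of peak minus minimum fluorescence over baseline after thallium stimulus; more negative B-score means stronger Kir2.1 block with less thallium influx; some compounds called inactive have numbers as strong as hits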
* = called active by the depositor; i = inactive.

no.	molecule	KCNQ2 inh	Kir21 inh
1	COc1ccc(C(=O)Nc2nc(CC(=O)NCCc3ccccc3)cs2)cc1	i	0.95
2	COc1ccc(CNC(=O)c2ccc(N3CCCC3=O)cc2)cc1	i	-0.57
3	CCCCNC(=O)C1CCCN(S(=O)(=O)c2c(C)noc2/C=C/c2cccs2)C1 (stereo unspecified)	i	1.1
4	CS(=O)(=O)c1cccc(C(=O)Nc2ccc3c(c2)OCCCO3)c1	i	0.38
5	O=C(CSc1nnc(NC(=O)c2ccco2)s1)Nc1ccccc1	i	1.4
6	CCCSc1nc2c(cnn2-c2ccc(C)cc2)c(=O)[nH]1	i	0.39
7	Cc1[nH]n(-c2ccccc2)c(=O)c1/C=C1/C=c2ccccc2=N1	i	0.68
8	COc1cc2c(c3oc(=O)cc(CC(=O)O)c13)CCC(C)(C)O2	i	-1.5
9	CCn1nc(C)c(/C=N/NC(=O)Cc2ccc(Cl)cc2)c1C	i	-0.82
10	O=C(CCc1ccncc1)NC1CCCc2c1cnn2-c1ccc(F)cc1F (stereo unspecified)	i	1.4

Additional structures.
no.	molecule	KCNQ2 inh	Kir21 inh
11	Cc1ccc(-c2nnc(N3CCN(C(=O)Cn4c(=O)n(C)c5ccccc54)CC3)c3ccccc23)cc1	i	-0.52
12	CNc1oc(-c2ccc(Cl)cc2)nc1P(=O)(c1ccccc1)c1ccccc1	i	0.75
13	CCOc1cc(NC(=S)NCCCN2CCOCC2)c(OCC)cc1NC(=O)c1cccc(C)c1	i	0.01
14	CCCOc1ccccc1N1C(=O)CC(N(O)c2ccccc2)C1=O (stereo unspecified)	i	-1.5
15	COc1ccc(NC(=O)CSc2nc(C)cs2)cc1OC	i	-1.7
16	Cc1cc(NC(=O)c2ccc(C)s2)n(-c2nc3ccccc3[nH]2)n1	i	0.76
17	CCn1ncc(/C=N\NC(=O)Cc2ccc([N+](=O)[O-])cc2)c1C	i	-0.22
18	Cc1ccc(CNC(=O)c2nnc(Cc3ccc(Cl)cc3)o2)cc1	i	-0.37
19	COc1ccc(CCNC(=O)c2cnn3cccnc23)cc1OC	i	-0.31
20	CCN1CCN(C(=S)Nc2cc(S(=O)(=O)N(CC)CC)ccc2C)CC1	i	0.77

Continued.
no.	molecule	KCNQ2 inh	Kir21 inh
21	O=C(C1CCCN(S(=O)(=O)c2cccc3nsnc23)C1)N1CCc2ccccc2C1 (stereo unspecified)	i	0.79
22	COc1cccc(OC)c1C(=O)NNC(=O)c1ccc(F)cc1	i	-0.21
23	Cc1ccc(-c2cc(C(F)(F)F)c(C#N)c(=O)[nH]2)cc1	i	0.88
24	Cc1ccc(C(=O)NCC2CCCO2)cc1[N+](=O)[O-] (stereo unspecified)	i	1.2
25	CCN1CCN(c2nc3c(c(=O)[nH]c(=O)n3C)n2CCSc2nc3ccccc3s2)CC1	i	-0.8
26	COc1ccc(S(=O)(=O)N2CCCCC2)cc1C(=O)Nc1cc(C)on1	i	-1
27	O=C(CN1CCN(c2ccc(F)cc2)CC1)c1cccs1	i	-0.43
28	Cc1noc(C)c1COC(=O)c1cc2ccccc2cc1O	i	0.03
29	Cc1ccc(NCC(=O)N/N=C\c2ccc([N+](=O)[O-])o2)cc1	i	0.6
30	CC(C)CCNC(=O)C1c2ccccc2Oc2ccccc21	i	-0.19

The list goes on:
no.	molecule	KCNQ2 inh	Kir21 inh
31	OC12CCCCC1C(c1ccc3c(c1)OCO3)N(Cc1ccccc1F)CC2 (stereo unspecified)	i	0.23
32	O=C(c1cccnc1)N1N=C(C2CC2)CC1(O)C(F)(F)F (stereo unspecified)	i	-0.47
33	O=C1CCCCCN1Cc1nnc(SCc2nc3ccccc3s2)n1-c1ccccn1	i	0.14
34	CCOc1ccccc1NC(=O)CSc1nnc(CNC(=O)c2c(F)cccc2Cl)o1	i	0.42
35	CCOC(=O)c1sc(NC(=S)NC(=O)c2ccc(OC)cc2)nc1C	i	1.7
36	OCc1c(OCc2cccc(F)c2)ccc2ccccc12	i	1.1
37	COc1ccccc1NC(=O)Cc1cccc2ccccc12	i	-0.82
38	CC(C)C(=O)Nc1ccc(C(=O)NNC(=O)c2cccs2)cc1	i	0.69
39	COc1ccc(C2NCCc3c2[nH]c2ccccc32)cc1COc1ccc(F)cc1 (stereo unspecified)	i	-2.4
40	O=C(Nc1ccc2c(c1)OCO2)C1CCN(C(=O)c2cccs2)CC1	i	-0.4

Continuation.
no.	molecule	KCNQ2 inh	Kir21 inh
41	CC(=O)c1sc(NC(=O)CCOc2ccccc2)nc1C	i	-0.8
42	N#CCC(CNc1ncc(C(F)(F)F)cc1Cl)OC(=O)c1ccc(Cl)cc1Cl (stereo unspecified)	i	-0.41
43	COC(=O)CSc1[nH]c2cc(C)ccc2c1[N+](=O)[O-]	i	-0.72
44	CC(=O)Nc1ccccc1NC(=O)C/C(C)=N/NC(=O)c1ccccn1	i	-0.82
45	CC(C)CC(=O)c1c[nH]c(C(=O)N2CCN(Cc3ccccc3)CC2)c1	i	1.3
46	CCOC(=O)N1CCN(c2c(N3CC=C(c4ccccc4)CC3)c(=O)c2=O)CC1	i	-1.6
47	O=C(Nc1ccc2nccnc2c1)Nc1ccccc1Cl	i	2
48	O=C(CN1CCCCC1)Nc1cccc(Oc2ccccc2)c1	i	-0.2
49	Cc1nc(CS(=O)c2ccccc2)cc(N2CCOCC2)n1 (stereo unspecified)	i	-0.9
50	COc1cc(C(Nc2ccc3c(c2)OCO3)C(=O)NC2CCCCC2)cc(OC)c1OC (stereo unspecified)	i	-0.8

Three entries out of the list above, arranged by the value under Kir21 inh, low to high:
no.	molecule	KCNQ2 inh	Kir21 inh
49	Cc1nc(CS(=O)c2ccccc2)cc(N2CCOCC2)n1 (stereo unspecified)	i	-0.9
44	CC(=O)Nc1ccccc1NC(=O)C/C(C)=N/NC(=O)c1ccccn1	i	-0.82
47	O=C(Nc1ccc2nccnc2c1)Nc1ccccc1Cl	i	2

Next structures
no.	molecule	KCNQ2 inh	Kir21 inh
51	CC1(C)CC(=NOC(=O)c2ccccc2)CC(C)(C)N1	i	-1.8
52	Nc1nc(Sc2ccc([N+](=O)[O-])cc2[N+](=O)[O-])n[nH]1	i	0.04
53	Cc1ccn2c(CNCC3OCCc4ccccc43)c(C(=O)N3CCCCCC3)nc2c1 (stereo unspecified)	i	0.41
54	CCn1nnc(NC(=O)c2ccc(-c3ccc(Cl)cc3)o2)n1	i	-0.02
55	COc1ccccc1NC(=O)CCN1CC(C)OC(C)C1 (stereo unspecified)	i	-0.05
56	Cc1csc(Sc2nc3c(c(=O)[nH]c(=O)n3C)n2CCCc2ccccc2)n1	i	-1.3
57	CCOC(=O)c1ccc(NC(=O)Nc2c(C)nn(C)c2C)cc1	i	0.17
58	CCOC(=O)c1c(C)[nH]c(C=Nc2ccccc2)c1O	i	1.8
59	Cc1cccc(C)c1OCC(=O)Nc1ccncc1	i	4.5
60	CCNC(=S)N/N=C/c1sccc1C	i	-0.54

Next entries follow.
no.	molecule	KCNQ2 inh	Kir21 inh
61	Cc1cc(N2CCN(C(=O)c3ccco3)CC2)n2nc(-c3cccc(Cl)c3)cc2n1	i	0.64
62	Cn1nc(C(F)(F)F)c(-c2cccc(C(F)(F)F)c2)c1NC(=O)c1nccnc1C(=O)O	i	0.67
63	O=C(NCC1COCCO1)c1cc(COc2c(F)cccc2F)on1 (stereo unspecified)	i	-0.58
64	COCC1CCN(C(=O)C2CCN(c3nc(-c4ccccc4)nc4c3CCC4)CC2)C1 (stereo unspecified)	i	-1.5
65	Cc1cc(C)c(C(=O)COC(=O)c2cccc(S(=O)(=O)NCc3ccccc3)c2)cc1C	i	-4.3*
66	COc1cc2c(cc1OC)CN(C(=O)Nc1ccccc1)CC2	i	0.73
67	N#CCC(=O)NNC(=S)Nc1ccccc1C(F)(F)F	i	-0.05
68	CCCN(CC(=O)Nc1ccccc1Br)CC(=O)Nc1ccc(F)c(F)c1F	i	-0.63
69	CCOC(=O)c1c(C)nc2c(c1-c1ccccc1)C(=O)CCC2	i	-1.4
70	O=C(NCc1ccccc1Cl)C(=O)NCC1OCCN1S(=O)(=O)c1cccs1 (stereo unspecified)	i	-0.47

The results go on:
no.	molecule	KCNQ2 inh	Kir21 inh
71	COc1cnn(-c2cc(Oc3ccc(C)cc3)ncn2)c(=O)c1Cl	i	0.19
72	CCn1c(COc2ccccc2)nnc1SCC(=O)Nc1cc(C)ccc1OC	i	-1.5
73	Cc1ccc(CCNC(=O)CCS(=O)(=O)c2ccc(Br)cc2)cc1	i	0.19
74	COc1ccc2c(c1)C(C1C(=O)CCCC1=O)c1ccccc1O2 (stereo unspecified)	i	1.3
75	COc1ccc(CNC(=O)COc2ccc(OC)cc2)cc1	i	-0.01
76	COc1ccc(OCC(=O)NNC(=O)c2ccc3c(=O)n4c(nc3c2)CCC4)cc1	i	0.75
77	CCN1CCc2c(sc(NC(=O)C3CCCCC3)c2C(=O)OC)C1	i	-0.67
78	Cc1ccc(S(=O)(=O)NC(=O)N2CCCN(Cc3ccc(F)cc3)CC2)cc1	i	1.4
79	O=C(Nc1ccccc1)N(CCc1ccncc1)C1CCCCC1	i	0.19
80	CS(=O)(=O)N(CC(=O)N1CCCCCC1)c1cccc([N+](=O)[O-])c1	i	0.03

Further entries follow.
no.	molecule	KCNQ2 inh	Kir21 inh
81	Cc1cccc(NC(=O)C2CCN(S(=O)(=O)c3cccc4cccnc34)CC2)c1	i	-1.8
82	O=c1c(Cc2ccccc2)c(O)nc2n1CCCS2	i	0.97
83	Cc1ccccc1C(=O)c1cccn1CC(=O)N1CCCCCC1	i	2.5
84	O=C(Nc1ccc(NC(=O)c2cccs2)c(Cl)c1)c1cccs1	i	0.36
85	CCOC(=O)C1CCN(C(=O)C2c3ccccc3C(=O)N(C)C2c2ccc(OC)cc2)CC1 (stereo unspecified)	i	1.6
86	S=C(NCCc1ccccc1)NC1CCCCCC1	i	0.69
87	COCCN1C(=O)N(c2cccc(C)c2)C(=O)C1CC(=O)Nc1cc(OC)cc(OC)c1 (stereo unspecified)	i	-0.4
88	Cc1ccc2cc(CCNC(=O)c3cc4ccccc4o3)c(=O)[nH]c2c1C	i	-0.21
89	Cc1ccccc1-n1nnc2c(=O)oc3ccccc3c21	i	0.21
90	COc1ccc(S(=O)(=O)N2CCC(C(=O)NCCC(=O)Nc3ccc(Cl)cc3)CC2)cc1	i	-0.38

Remaining list, next part
no.	molecule	KCNQ2 inh	Kir21 inh
91	CCC(C)NC(=O)c1c(N)n(/N=C/c2cccnc2)c2nc3ccccc3nc12 (stereo unspecified)	i	0.77
92	Cc1cc(C(=O)N2CCN(C/C=C/c3ccccc3)CC2)no1	i	2.6
93	COc1cc2[nH]c(=S)nc(NCCc3ccc(S(N)(=O)=O)cc3)c2cc1OC	i	0.03
94	S=C(NCc1ccncc1)Nc1ccc(Cl)cc1	i	-1
95	COc1ccc(OC)c(S(=O)(=O)N2CCC3(CC2)OCCN3S(=O)(=O)c2ccccc2)c1	i	-0.59
96	CCOC(=O)C1CCCN(C(=O)c2cc(=O)c3ccccc3o2)C1 (stereo unspecified)	i	0.63
97	COc1ccc(C(=O)C2CCCN(C(=O)/C=C/c3cnc[nH]3)C2)c(C)c1 (stereo unspecified)	i	-0.52
98	CC(=O)Nc1cccc(NC(C)=O)n1	i	-0.03
99	O=C(CCCO)N/N=C/c1cc(Br)ccc1O	i	0.21
100	Cc1ccc(N(CN2C(=O)c3ccccc3C2=O)C(=O)c2ccc([N+](=O)[O-])cc2[N+](=O)[O-])cc1	i	-0.54

Kir21 inh, hit marks shown above.
no.	molecule	KCNQ2 inh	Kir21 inh
65	Cc1cc(C)c(C(=O)COC(=O)c2cccc(S(=O)(=O)NCc3ccccc3)c2)cc1C	i	-4.3*

Later entries
no.	molecule	KCNQ2 inh	Kir21 inh
101	CC(=O)Nc1cccc(-c2cc(-c3c(Cl)cccc3Cl)no2)c1	i	-0.08
102	Cc1ccc(-c2nn(-c3ccccc3)cc2NC(=O)c2ccccc2)cc1	-5.7*	1.6
103	O=C(CSc1nc(O)cc(=O)n1-c1ccccc1)Nc1ccccn1	i	-0.96
104	CC(C)(C)c1nc(NC(=O)Nc2ccccc2)sc1Br	i	0.77
105	CCC1Oc2ccc(C)cc2N(CC(=O)NCc2ccccc2OC)C1=O (stereo unspecified)	i	1
106	COc1ccc(NC(=S)NC23CN4CN(CN(C4)C2)C3)cc1	i	2.1
107	CCOc1nc(S(=O)(=O)c2ccc(C)cc2)c(Cl)s1	i	1.8
108	Cn1c(=O)c2c(nc(CN3CCOCC3)n2CCN2CCOCC2)n(C)c1=O	i	0.03
109	CCOC(=O)c1sc(=S)n(-c2ccc(F)c(F)c2)c1N	i	0.01
110	CCN(CCCNC(=O)CCCN1C(=O)COc2ccc(C)cc21)c1cccc(C)c1	-6.3*	-1.4

Following part
no.	molecule	KCNQ2 inh	Kir21 inh
111	C[C@H](CS)C(=O)N1CCC[C@H]1C(=O)O	i	2.1
112	CC1(C)Cc2c(sc(NC(=O)C(=O)N3CCN(CCO)CC3)c2C(N)=O)CO1	i	1.1
113	COc1cc(-c2nc3ccccn3c2/N=C/c2cc(OC)c(OC)c(OC)c2)ccc1O	i	-0.03
114	Cn1c(=O)c([N+](=O)[O-])c(N2CCSCC2)c2ccccc21	i	1.6
115	CCN1CCN(c2ccc(N3CCN(S(=O)(=O)c4ccc(C)c([N+](=O)[O-])c4)CC3)nn2)CC1	i	-0.78
116	COc1cc2c(cc1OC)CN(c1ccc([N+](=O)[O-])cc1C#N)CC2	i	-1.5
117	O=C(NCCCn1ccnc1)c1ccc(S(=O)(=O)N2CCOCC2)cc1	i	0.53
118	CC(=O)Nc1ccc(S(=O)(=O)NC2C3(C)CCC(C3)C2(C)C)cc1 (stereo unspecified)	i	-1
119	Cc1ccccc1OCCSc1nc(N(C)C)nc(N(C)C)n1	i	1.1
120	O=C(NC(NC(=S)Nc1c(Cl)cc(Cl)cc1Cl)C(Cl)(Cl)Cl)OCc1ccccc1 (stereo unspecified)	i	1.6
121	O=C(Nc1cccnc1)c1ccc(NS(=O)(=O)c2cc([N+](=O)[O-])ccc2Cl)cc1	i	0.64

Random draw from the library. About 1.8% of those tested had a hit in this group.
